# Nrf2 ARE act – activates Nrf2 signaling | 410,000 compounds, 0.31% hits | Potency, µM (series often up to 46.1 µM), without a hit: at the top dose activation, actives largely listed as activators | AREc32 ARE-luciferase reporter (MCF7-derived line), luminescence, 24 h; note: potency is the fitted concentration of half-maximal effect; % of control where 0% means no effect; nearly all actives have a fitted effect of over 65% in size
#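 ARE activation measured as luciferase luminescence (Steady-Glo, 30 min RT) in AREc32_Fluc cells after 24 hr compound exposure at 37 deg C, 5% CO2; cells seeded overnight at 1000/well in OPTI-MEM, 5% FBS.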
# Nrf2 inh – inhibitors of Nrf2 signaling. A549 ARE-Fluc reporter, luciferase luminescence, 18-24 h. Potency, µM (titrated, usually from 46 µM), inactives show at the highest dose activity change, negative = inhibition, usual class: inhibitors. 360,000 compounds, 2.1% hits. AID 504444; note: potency is the fitted concentration of half-maximal effect; % is set by controls: 0 for no effect and ±100 for the full control effect; nearly all actives have a fitted effect of over 60% in size
#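 A549 ARE_Fluc cells, 5000/well, 5% FBS OPTI-MEM; compounds in dose-response, 18-24 h at 37 °C/5% CO2; CellTiter-Fluor viability read (Ex 405/Em 525), then BugLite luciferase luminescence = Nrf2 activity.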
# TGFb SMAD3 inh – inhibitors of TGF-b signaling; HepG2 CAGA-GFP TGF-b/SMAD3 reporter, GFP fluorescence, 18 h; TGF-beta stimulated, 500 pg/mL final; Potency, µM (titrated, usually from 46.1 µM), for inactives: top-dose activity, negative = inhibition, actives largely listed as inhibitors; 410,000 compounds, 1.2% hits; AID 588855; note: potency is the fitted concentration of half-maximal effect; % is set by controls: 0 for no effect and ±100 for the full control effect; nearly all actives have a fitted effect of over 65% in size
#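 HEPG2 CAGA-GFP reporter cells (1000/well, DMEM with 1% FBS) received compounds, then recombinant TGF-beta at 500 pg/mL final for 18 hours at 37 degrees C. Per-cell GFP summed per well was normalised to unstimulated and stimulated DMSO controls before curve fitting.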
# Mm-Cpn inhibitor – inhibitors of Methanococcus maripaludis chaperonin (MmCpn); purified Mm-Cpn ATPase, ADP Transcreener TR-FRET; Potency, µM (doses to about 76.9 µM), for inactives: at the top dose activity, negative = inhibition, hits mostly inhibitors; 330,000 compounds, 0.031% hits; AID 504842; note: potency is the fitted concentration of half-maximal effect; % is set by controls: 0 for no effect and ±100 for the full control effect; nearly all actives have a fitted effect of over 80% in size
#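 TR-FRET (320 nm excitation; 590 and 665 nm emission) reports ADP made from 10 uM ATP by 25 nM enzyme; compounds were preincubated 10 min, reaction run 30 min, both at 37°C.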
# pAkt inh – inhibitors of Akt phosphorylation; Neuro2A IGF-stimulated pAkt S473 HTRF, 20 min; hits give low values; activity change, % for hits at 50 µM; 360,000 compounds, 0.32% hits; in the data active = activity change below about -80%; inconclusive = mostly about -51% to -80%; note: % is set by controls: 0 for no effect and ±100 for the full control effect
#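 Single-point screen (50 µM final compound) in Neuro2A cells stimulated 20 min with 6 nM IGF at 37 deg C. After lysis, Ser473-phosphorylated Akt read by HTRF (ex 330 nm, em 615/665 nm) as the 665/615 ratio.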
# EPAC2 antagonist – blocks human EPAC2 exchange factor; Potency, µM (doses to about 114 µM), without a hit: at the top dose activity, negative = inhibition, usual class: inhibitors; 360,000 compounds, 0.18% hits; EPAC2 GEF exchange of Rap1B-BODIPY-GDP, fluorescence; Q8WZA2; note: potency is the fitted concentration of half-maximal effect; % is set by controls: 0 for no effect and ±100 for the full control effect; nearly all actives have a fitted effect of over 45% in size; many of its hits are not listed in these tables
# Target sequence (Q8WZA2 whole entry, looked up): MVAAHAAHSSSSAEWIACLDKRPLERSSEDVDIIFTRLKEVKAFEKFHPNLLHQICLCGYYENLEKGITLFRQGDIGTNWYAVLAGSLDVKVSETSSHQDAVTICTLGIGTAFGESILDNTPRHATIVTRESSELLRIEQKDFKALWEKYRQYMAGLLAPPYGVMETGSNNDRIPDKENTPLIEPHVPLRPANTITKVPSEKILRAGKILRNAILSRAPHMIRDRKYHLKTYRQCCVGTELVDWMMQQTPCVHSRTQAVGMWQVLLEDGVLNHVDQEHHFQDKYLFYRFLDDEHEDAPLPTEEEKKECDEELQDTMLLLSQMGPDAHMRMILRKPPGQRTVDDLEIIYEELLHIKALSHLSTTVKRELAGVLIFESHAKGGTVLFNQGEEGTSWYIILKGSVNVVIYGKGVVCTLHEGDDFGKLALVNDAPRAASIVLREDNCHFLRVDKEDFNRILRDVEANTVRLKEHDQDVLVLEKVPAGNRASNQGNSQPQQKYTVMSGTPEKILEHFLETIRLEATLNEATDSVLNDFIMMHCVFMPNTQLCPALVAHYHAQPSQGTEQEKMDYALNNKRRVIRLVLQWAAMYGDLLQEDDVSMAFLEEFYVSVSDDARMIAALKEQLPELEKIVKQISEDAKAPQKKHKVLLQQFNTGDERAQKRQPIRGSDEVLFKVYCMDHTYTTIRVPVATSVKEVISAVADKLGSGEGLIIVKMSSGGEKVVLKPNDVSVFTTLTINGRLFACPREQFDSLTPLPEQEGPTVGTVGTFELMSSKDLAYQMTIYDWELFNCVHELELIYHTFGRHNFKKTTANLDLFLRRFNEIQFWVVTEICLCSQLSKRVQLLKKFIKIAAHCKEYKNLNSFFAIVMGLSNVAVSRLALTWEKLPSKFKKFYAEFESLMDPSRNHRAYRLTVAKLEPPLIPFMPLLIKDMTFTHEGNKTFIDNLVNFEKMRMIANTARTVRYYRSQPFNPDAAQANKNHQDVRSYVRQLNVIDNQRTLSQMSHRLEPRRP
# A549 tox – counter-screen for Nrf2 inhibitors: cytotoxicity in A549 cells. Potency, µM (doses to about 46 µM), for inactives: top-dose activity change, negative = cytotoxicity, hits mostly inhibitors. 390,000 compounds, 0.16% hits. A549 ARE-Fluc cells, CellTiter-Fluor viability, 18-24 h; note: potency is the fitted concentration of half-maximal effect; % is set by controls: 0 for no effect and ±100 for the full control effect
#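 A549 ARE-Fluc cells in 5% FBS OPTI-MEM, 5000 cells/well, rested 2 h then exposed to compounds in concentration-response for 18-24 h at 37 °C. Viability by CellTiter-Fluor fluorescence (Ex 405/Em 525) after 30 min; luciferase luminescence (BugLite, 15 min, RT) read afterwards.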
# CCT chaperon mod – changes cytosolic chaperonin activity; purified chaperonin ATPase assay, HTRF ADP detection, 30 min; activity change, % (concentration not given with the values), hits read low; 360,000 compounds, 0.3% hits; in the data active = activity change below about -30%; note: % is set by controls: 0 for no effect and ±100 for the full control effect
#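 We incubate TRiC, 40 or 20 nM final, with library compounds at 76 uM and 10 uM ATP for 30 min at 37 °C. ADP formed is detected with Transcreener HTRF reagents after 30 min at room temperature.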
# EPAC2 agonist – agonists of human EPAC2 (RAPGEF4); Potency, µM (doses to about 154 µM), for the others: at the highest dose activation, actives largely listed as activators; EPAC2 activation, biochemical qHTS; response scale: 100% = 6.5 mM cAMP response; 360,000 compounds, 0.079% hits; Q8WZA2; note: potency is the fitted concentration of half-maximal effect; nearly all actives have a fitted effect of over 50% in size
#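 qHTS, titration series. 100 nM EPAC2 / 250 nM Rap1B-BODIPY-GDP / 50 uM GDP; RT; ex 480/em 540 nm, 5-min reads to 30 min. Norm. to 6.5 mM cAMP = activation.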
# Numbers without * were called inactive; i = inactive; ? = inconclusive; nt = no result given; [ ] = remark or other dose. Unless noted, calls come from the whole dose curve; as a rule, active = well fitted curve in the direction sought with a large enough effect; inconclusive = small, poorly fitted or top-dose-only effect, or another doubt; inactive = no such curve, though single readings can be large; an effect the other way counts as inactive or inconclusive. A portion of the library, so the mix of outcomes need not match the whole.
SMILES,Nrf2 ARE act,Nrf2 inh,TGFb SMAD3 inh,Mm-Cpn inhibitor,pAkt inh,EPAC2 antagonist,A549 tox,CCT chaperon mod,EPAC2 agonist
CC1CCN(C(=O)CCC(=O)N2CC(C)Oc3ccccc32)CC1 (stereo not drawn),-0.7%,-20%,-5%,0%,i,2%,-11%,-1.0,1%
Cc1oc(-c2ccccc2Cl)nc1CSCC(=O)N1CCCC1,-0.3%,?,4%,2%,i,-16%,-2%,-27,-3%
Cc1ccc(S(=O)(=O)NCc2ccccc2)s1,0.0%,2%,0%,-5%,i,16%,3%,0.5,11%
CC(C)(C)c1ccc(C(=O)N2CCC2(C)C(=O)Nc2cccc3ccccc23)cc1 (stereo not drawn),3.9%,nt,11%,nt,i,-24%,nt,0.8,13%
CC(C)CC(=O)NC(=S)Nc1ccccc1C(F)(F)F,0.3%,?,-25%,0%,i,-4%,12%,-2.2,-9%
Cc1cc(NC(=O)CCC(=O)N(Cc2cccs2)C(C(=O)NC2CCCC2)c2ccncc2)no1 (stereo not drawn),0.3%,10%,-6%,-1%,i,6%,-9%,1.4,-16%
CCN(CC(=O)Nc1ccccc1OC)C(=O)CCOc1ccc(C(C)(C)C)cc1,-0.8%,-16%,-30%,2%,i,-21%,1%,-1.7,-3%
Cn1nc(C(F)(F)F)c(/C=N/OC(=O)c2ccc(Cl)cc2)c1Cl,0.3%,-1%,3%,2%,i,-7%,0%,-27,-10%
O=C(COC(=O)COc1ccc(Cl)cc1Br)NCc1cccs1,-1.0%,0%,3%,0%,i,-9%,?,1.4,11%
CCOc1ccc(C2CC(c3cccc(OC)c3OC)n3nnnc3N2)cc1Cl (stereo not drawn),-0.4%,-1%,-11%,0%,i,-6%,-8%,2.2,-1%
COc1cc(Cl)c(C)cc1N1C(=O)CN(Cc2ccccc2)C1=S,0.7%,-12%,-26%,1%,i,?,-5%,1.3,8%
COc1ccc(CNC(=O)Cn2ccc3cc(S(=O)(=O)N4CCCCC4)ccc32)c(OC)c1,6.0%,?,-23%,nt,nt,nt,-3%,nt,nt
CC(C)Cn1nc(C(=O)N2CCc3ccccc32)c2ccccc2c1=O,0.5%,-25%,0%,-1%,i,-5%,-1%,0.3,1%
CCn1c(SCC(=O)N2c3ccccc3Sc3ccccc32)nnc1-c1ccco1,3.1%,23µM*,?,-2%,i,-6%,-10%,-0.8,15%
OC[C@@H]1CN(Cc2ccc(Cl)cc2)C[C@H](n2cnc3c(NCc4ccco4)ncnc32)O1,9.6%,nt,-1%,nt,i,-17%,nt,0.2,4%
COc1ccc(NC(=O)NC2(C(=O)N3CCCC3)CCCCC2)cc1,-0.5%,17%,1%,-8%,i,-6%,-2%,-1.1,11%
CC(=O)c1ccc(NC(=O)c2cc(-c3ccc(C)s3)nc3ccccc23)cc1,5.7%,8%,?,nt,nt,nt,-6%,nt,nt
Cc1ccc(S(=O)(=O)N2CCOCC2)cc1C(=O)NC(=S)N1CC(C)CC(C)C1 (stereo not drawn),-0.5%,-7%,-9%,2%,i,1%,3%,-1.9,11%
Cc1nc(N2CCC(C)CC2)c2c(C)c(C(=O)Nc3cccc(C(F)(F)F)c3)sc2n1,-0.1%,?,8%,-2%,i,?,?,1.9,-4%
Cc1ccc(NC(=O)COC(=O)CN2C(=O)NC3(CCCC3)C2=O)cc1Cl,-0.6%,20%,-24%,0%,i,-7%,1%,1.3,4%

# An excerpt from above in order of the EPAC2 antagonist value, ascending.
Compound | EPAC2 antagonist
Cn1nc(C(F)(F)F)c(/C=N/OC(=O)c2ccc(Cl)cc2)c1Cl | -7%
CCn1c(SCC(=O)N2c3ccccc3Sc3ccccc32)nnc1-c1ccco1 | -6%
Cc1ccc(S(=O)(=O)N2CCOCC2)cc1C(=O)NC(=S)N1CC(C)CC(C)C1 (stereo not drawn) | 1%

# Other entries
SMILES,Nrf2 ARE act,Nrf2 inh,TGFb SMAD3 inh,Mm-Cpn inhibitor,pAkt inh,EPAC2 antagonist,A549 tox,CCT chaperon mod,EPAC2 agonist
O=C(COc1ccc(Cl)cc1)NCCNC(=O)c1cnccn1,0.3%,-11%,-30%,-4%,i,1%,0%,2.0,8%
Nc1cc(C(=O)OCC(=O)NCCC2=CCCCC2)ccc1Cl,2.1%,12%,-3%,-10%,i,1%,5%,-1.1,0%
Cc1ccc(-c2cc(C(=O)N3CCN(C(=O)c4ccco4)CC3)no2)cc1,0.5%,nt,0%,3%,i,6%,5%,-2.5,6%
O=C1c2cccnc2C(Nc2cccc(F)c2)N1Cc1ccco1 (stereo not drawn),-0.1%,-9%,3%,-1%,i,1%,4%,0.1,3%
CCOC(=O)C1=C(C)Nc2ncnn2C1c1cccs1 (stereo not drawn),-0.6%,?,-19%,-1%,i,-3%,6%,-1.4,11%
Cc1ccc(NC(=O)COC(=O)C2CC2)c(Br)c1,3.7%,5%,-29%,-1%,i,8%,-2%,-4.2,5%
CC(NC(=O)COC(=O)c1cn(-c2ccccc2)nc1-c1cccs1)c1ccccc1 (stereo not drawn),-0.4%,?,-13%,50µM*,i,-5%,-13%,-1.3,-7%
N#Cc1ccccc1NC(=O)C(=O)NCC(c1cccnc1)N1CCc2ccccc2C1 (stereo not drawn),3.3%,?,-7%,nt,nt,nt,-1%,nt,nt
CCOc1ccccc1C1c2[nH]c3ccccc3c2C[C@H]2C(=O)N(C3CCN(Cc4ccccc4)CC3)CC(=O)N12 (stereo partly drawn),-0.6%,?,?,0%,i,-4%,?,-2.9,18%
O=C(COC(=O)c1cncc(Br)c1)NC1CCCC1,-0.6%,-5%,-4%,3%,i,7%,-2%,0.9,-4%
CCCC(=O)Nc1nnc([C@H]2C[C@H](O)[C@@H](CO)O2)s1,-1.0%,nt,3%,nt,i,0%,nt,0.2,14%
Cc1ccc(C2C3CSCC=C3C(C#N)=C(N)C2(C#N)C#N)cc1 (stereo not drawn),?,15µM*,-17%,3%,i,?,?,-2.4,?
CC(C)(C)c1ccc(Oc2cccc(C3CC(=O)C(C4NCCc5ccccc54)C(=O)C3n3cncn3)c2)cc1 (stereo not drawn),-0.7%,23%,?,2%,i,-1%,9%,1.8,-8%
C[C@@H]1COC(=O)[C@@H](Cc2ccc(F)cc2)CC/C=C\C[C@@H](CC(=O)NCCO)C(=O)N1,-0.6%,-7%,9%,1%,i,16%,-7%,0.8,4%
CCC1CCC2(CC1)NC(=O)N(CC(=O)Nc1ccc(OC)c(Cl)c1)C2=O (stereo not drawn),0.7%,?,-5%,0%,i,4%,2%,1.3,3%
CC(=O)N1CCN(C(=O)c2ccc(Cl)c(S(=O)(=O)N3CCc4ccccc43)c2)CC1,-0.6%,-4%,-9%,-5%,i,-1%,1%,-4.2,11%
Cc1cc(C(=O)NNC(=O)/C=C/c2ccccc2Cl)c(C)o1,17%,0%,-6%,1%,i,2%,-4%,0.2,4%
CCCC(=O)N1CCCC1(C)C(=O)Nc1cc(OC)ccc1OC (stereo not drawn),-0.3%,nt,0%,nt,i,4%,nt,0.5,7%
CCCOc1ccc(CC(=O)NCCc2ccccc2)cc1OC,0.4%,3%,-18%,0%,i,-4%,11%,-2.3,7%
CCCOc1ccc(/C=C/c2[nH]c(=O)[nH]c(=O)c2[N+](=O)[O-])cc1OCC,-0.2%,-6%,10%,0%,i,1%,-10%,-0.3,9%
Cc1nnc(SCC(=O)Nc2ccc(S(=O)(=O)Nc3ccc(Cl)nn3)cc2)s1,-0.7%,7%,11%,-5%,i,-2%,0%,-1.5,14%
COC(=O)CN(c1ccc(OC)cc1OC)S(=O)(=O)c1ccccc1[N+](=O)[O-],-0.2%,-4%,6%,1%,i,-2%,1%,-3.7,-1%
CN1C(=O)/C(=C/c2ccccc2OCc2ccc(C(=O)O)cc2)NC1=S,-0.1%[9.22 µM],-15%,-2%,-7%,i,1%,-16%,-0.5,1%
CC1CCN(CCCNC(=O)CCNC(=O)Cn2cnc3ccccc3c2=O)CC1,-0.9%,18%,27%,-1%,i,11%,3%,0.1,5%
CC(C)(C)NC(=O)C1Cc2ccccc2CN1C(=O)Nc1cccc(Cl)c1 (stereo not drawn),1.4%,-23%,-4%,-1%,i,0%,-1%,-1.4,-9%
COc1ccc(CN(CCCN2CCOCC2)S(=O)(=O)N(C)C)cc1OC,0.3%,nt,20%,-11%,i,-9%,3%,-1.2,4%
COC(=O)CCCCC1SCC(NC(=O)c2ccccc2)C1OC(C)=O (stereo not drawn),-1.0%,10%,0%,-7%,i,1%,7%,0.8,5%
CC(C)C1Cc2c(sc3ncnc(NN)c23)CO1 (stereo not drawn),0.5%,1%,?,0%,i,-1%,3%,0.3,-7%
CCc1cccc(CC)c1NC(=O)c1c(C)oc2ccc(O)c(CN3CCN(C)CC3)c12,1.1%,2%,-8%,nt,nt,nt,4%,nt,nt
C[C@@H]1NC(=O)[C@H](CCCN=C(N)N)NC(=O)c2cc([N+](=O)[O-])cc(I)c2NCCC[C@@H](C(N)=O)NC1=O,0.4%,-10%,-16%,-2%,i,-3%,-25%,0.2,-3%
Cc1cc(S(=O)(=O)NC2CCN(Cc3ccccc3)CC2)c(C)cc1Cl,2.6%,?,?,4%,i,-19%,-14%,0.2,-3%
O=S(=O)(N/N=C\c1cccc(F)c1)c1ccccc1,-0.1%,-12%,10%,-1%,i,-2%,0%,-1.2,8%

# Screening data: PubChem BioAssay, National Center for Advancing Translational Sciences (NCATS)
